Tn7 DDE FP: DD(E)-Tn7 binding inhibition, primary FP screen; FP displacement of FITC-Tn7 peptide from fibrin DD(E); 0% = median of compound wells per plate; hit rate 0.13% among 370,000; P02675; inhibition, % at 8.3 µM; AID 720508;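 active = inhibition above the mean of compounds falling within the control limits plus 3 SD of them, cut at about 14% in these data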;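 note: 0% = plate median of compound wells and 100% = 10 µM Aha-Tn7 peptide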
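Test system – human fibrin DD(E) · Times – 10 min preincubation, 3 h with tracer, room temperature · Detection – fluorescence polarization of the labelled Tn7 tracer · Measure – percent inhibition normalized to high-control wells · Benchmarks – high control wells with 10 µM unlabelled Aha-Tn7 peptide (full inhibition) · Repeats – singlicate testing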
ADAM10 inh: inhibits human ADAM10; AID 720582; hit rate 0.62% among 370,000; recombinant ADAM10, EDANS/DABCYL FRET peptide cleavage, 3 h; O14672; inhibition, % at 7 µM;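 active = inhibition above a per-campaign cutoff equal to the mean of compounds falling between control-based bounds plus 3 SD, cut at about 20% in these data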;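 note: 0% = DMSO wells while the 100% control is not disclosed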
ARFGAP1 inhibitor: inhibits rat ARF GTPase activating protein 1 | Arfgap1-stimulated ARF1 GTP hydrolysis, GDP FP detection | AID 651572 | hit rate 0.26% among 360,000 | inhibition, % at 16.5 µM | Q62848;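 active = inhibition above a per-plate limit, mean inhibition of low control wells plus 3 SD, cut at about 25% in these data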;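 note: 0% = DMSO wells with enzyme and 100% = wells lacking Arfgap1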
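Assay system: Rat Arfgap1 GAP domain (His6, aa 1-136), purified enzyme | Buffer or medium: HEPES 25 mM pH 7.5, NaCl 150 mM, MgCl2, DTT | Schedule: GTP hydrolysis reaction 2 h at 25 °C | Signal: FP of antibody-bound GDP Alexa 633 tracer, ex 620/em 688 nm | Measure: Percent inhibition of Arfgap1-stimulated GTP hydrolysis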
TDP2 inh: TDP2 (human) inhibition, absorbance primary screen | recombinant TDP2, T5PNP hydrolysis, p-nitrophenol absorbance 415 nm | AID 720702 | hit rate 0.34% among 370,000 | O95551 | inhibition, % at 12.8 µM;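 active = inhibition above the mean of all tested compounds plus 3 SD, set per campaign, cut at about 25% in these data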;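 note: 0% = DMSO with enzyme and 100% = buffer with substrate but no TDP2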
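test system = human TDP2 enzyme | input = TDP2 enzyme at 120 nM final | medium = 50 mM Tris-HCl pH 7.5 with Mg2+, KCl, DTT, BSA | also added = T5PNP substrate, 5 mM | times = 2 h at 37 °C | technique = epi absorbance | benchmarks = high control without enzyme, low control DMSO plus TDP2 | replication = each compound tested once, singlicate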
ASAP1 inh: ASAP1 ArfGAP inhibition | Q9ULH1 | ASAP1-stimulated ARF1 GTP hydrolysis, GDP FP detection | inhibition, % at 16.5 µM | hit rate 0.19% among 360,000 | AID 624377; in the data active = inhibition above about 25%;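 note: 0% = vehicle with enzyme and substrate and 100% = no enzyme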
LEDGF integ inh: blocks HIV-1 LEDGF/p75-dependent DNA integration; TR-FRET IN-LEDGF/p75 DNA integration, Eu/Cy5; inhibition, % at 3.7 µM; hit rate 0.64% among 370,000;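 active = inhibition above the screen-wide mean plus 3 SD, cut at about 13% in these data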;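 note: signal is the Cy5 over europium emission ratio at 671 and 618 nm; 0% = plate median of compound wells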
ADAM17 inh: inhibits human ADAM17. P78536. recombinant ADAM17, EDANS/DABCYL FRET peptide cleavage. inhibition, % at 6.95 µM. hit rate 0.83% among 370,000. AID 720648;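 active = inhibition above the mean of compounds lying between control limits plus 3 SD, set per campaign, cut at about 8.5% in these data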;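 note: 0% = DMSO-only wells as the low control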
KLK7 zymogen act: activators of human kallikrein-7 zymogen. P49862. purified proKLK7, EDANS-DABCYL substrate fluorescence; 100% is mature enzyme control, 0% vehicle. activation, % at 7 µM. hit rate 0.9% among 370,000;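 active = activation above the mean of all tested compounds plus 3 SD, computed per campaign excluding outliers beyond control limits, cut at about 13% in these data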
PLC-gamma1 inh: PLC-gamma1 (human) inhibition, primary screen. purified PLC-gamma1, fluorogenic substrate, fluorescence. inhibition, % at 12.2 µM. hit rate 0.84% among 370,000. AID 720700; in the data active = inhibition above about 9.5%
Target sequence (P19174 whole entry, looked up): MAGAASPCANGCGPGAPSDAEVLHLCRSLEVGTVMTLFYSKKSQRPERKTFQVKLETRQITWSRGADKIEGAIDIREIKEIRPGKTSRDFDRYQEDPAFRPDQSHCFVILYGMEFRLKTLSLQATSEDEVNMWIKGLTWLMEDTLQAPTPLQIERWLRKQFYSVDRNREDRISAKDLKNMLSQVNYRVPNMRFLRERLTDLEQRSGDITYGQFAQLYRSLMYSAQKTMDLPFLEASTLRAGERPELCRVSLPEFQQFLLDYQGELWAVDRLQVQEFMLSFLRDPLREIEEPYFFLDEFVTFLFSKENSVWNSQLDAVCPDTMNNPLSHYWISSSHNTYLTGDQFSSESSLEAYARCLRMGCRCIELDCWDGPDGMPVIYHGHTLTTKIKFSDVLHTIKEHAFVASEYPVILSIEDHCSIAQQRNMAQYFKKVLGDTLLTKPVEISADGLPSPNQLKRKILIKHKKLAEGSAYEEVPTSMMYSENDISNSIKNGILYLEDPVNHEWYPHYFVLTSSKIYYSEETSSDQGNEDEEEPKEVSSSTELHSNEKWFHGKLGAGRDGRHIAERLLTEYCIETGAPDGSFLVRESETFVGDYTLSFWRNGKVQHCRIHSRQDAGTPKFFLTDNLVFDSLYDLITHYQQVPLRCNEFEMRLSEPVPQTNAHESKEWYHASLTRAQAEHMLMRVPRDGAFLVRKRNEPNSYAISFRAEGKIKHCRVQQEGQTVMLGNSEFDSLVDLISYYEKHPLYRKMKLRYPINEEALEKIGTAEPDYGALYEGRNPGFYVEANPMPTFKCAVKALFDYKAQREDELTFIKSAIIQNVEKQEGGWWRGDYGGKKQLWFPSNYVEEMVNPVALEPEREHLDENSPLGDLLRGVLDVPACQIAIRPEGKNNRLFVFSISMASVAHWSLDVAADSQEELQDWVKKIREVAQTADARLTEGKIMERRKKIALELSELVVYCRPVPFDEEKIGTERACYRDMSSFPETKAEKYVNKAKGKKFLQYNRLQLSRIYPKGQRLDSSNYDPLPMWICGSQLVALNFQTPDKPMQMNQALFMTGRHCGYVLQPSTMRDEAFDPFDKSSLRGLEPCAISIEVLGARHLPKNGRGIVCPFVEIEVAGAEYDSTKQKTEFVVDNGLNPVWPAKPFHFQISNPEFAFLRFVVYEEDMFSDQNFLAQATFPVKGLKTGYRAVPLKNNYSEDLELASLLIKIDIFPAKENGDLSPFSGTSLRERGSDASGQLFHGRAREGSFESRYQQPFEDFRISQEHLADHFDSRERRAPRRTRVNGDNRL
Tn6 DDE FP: disrupts Tn6 cyclic peptide binding to fibrin D-Dimer-E complex | P02675 | Fibrin DD(E) TRITC-Tn6 fluorescence polarization displacement | inhibition, % at 8.3 µM | hit rate 0.21% among 370,000;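 active = inhibition above a per-campaign cutoff: mean of compounds within control limits plus 3 SD, cut at about 15% in these data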;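 note: 0% = median of all compound wells on the plate and 100% = blocking peptide control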
Starred values were filed as active, the others as inactive; i = inactive; · = not tested or not shown; & = joins results of further samples; ! = repeats disagree.

SMILES	Tn7 DDE FP	ADAM10 inh	ARFGAP1 inhibitor	TDP2 inh	ASAP1 inh	LEDGF integ inh	ADAM17 inh	KLK7 zymogen act	PLC-gamma1 inh	Tn6 DDE FP
COc1ccc(NC(=S)N2c3ccccc3CC2C)cc1OC (configuration not stated)	-7	-7	4	10	1	1	-6	-0.3	-3	-14
O=C1CCC(=O)N1OCCCOc1ccccc1	-5	-1	4	-9	14	-1	-2	0.3	3	3
COc1ccc(NC(=O)NC2CCN(S(=O)(=O)c3ccc(F)cc3)CC2)cc1OC	-3	2	·	-6	·	3	0	0.6	0	-10
COc1ccc(C2=NS(=O)(=O)N(C)C(C(=O)NCc3ccccn3)=C2)cc1OC	0	-5	2	-1	3	-3	0	0.6	-12	-10
O=[N+]([O-])c1ccccc1CS(=O)(=O)c1ccccc1	2	2	0	16	2	0	-2	-0.3	2	-3
Oc1ccc(Cl)cc1C=NCCc1ccccc1	3	-13	1	5	-3	-4	-2	-0.8	-3	1
CCOC(=O)c1c(-c2ccccc2)oc2ccc(OC(C)C(=O)O)cc12 (configuration not stated)	-10	i	7	-2	7	4	-376	36*	i	-4
COc1cc(C)c(NC(=S)Nc2cccc(Cl)c2C)cc1OC	2	-5	-3	-7	8	-3	-1	0.3	0	3
CCOc1ccc(OCc2cccc(C(=O)N(CC)CC)c2)cc1	-6	3	5	4	3	-3	0	-0.3	4	-1
COc1ccc(CNC(=O)CN(Cc2ccc(C)cc2)C(=O)c2csnn2)cc1	7	2	4	17	12	-3	2	0.6	0	2
Cc1ccc(C(=O)Nc2nc(=O)[nH]s2)cc1	2&-5	-5&3	1&-10	3&7	-3&0	-3&-1	-2&1	0.0&0.0	-1&1	0&-1
O=C(CSc1nnc(-c2cccnc2)n1-c1ccc(Cl)cc1)Nc1ccc(S(=O)(=O)Nc2nccs2)cc1	1	4	·	0	·	1	1	0.2	-4	-5
C=CCN(CC#CC(=C)C)Cc1ccccc1	1	-5	·	4	·	-2	-3	0.2	-1	-4
Cc1csc2nc(CNS(=O)(=O)c3cccnc3)cn12	-3	8	5	12	6	4	-1	2.1	1	2
CN(Cc1cccs1)C(=O)COC(=O)CNC(N)=O	-5	2	-7	-7	10	2	3	-0.3	3	2
CCn1cc(/C=N\NC(=O)Cc2ccc(Cl)cc2)cn1	-2	-37	-7	12	2	2	1	0.5	-1	2
COC(=O)c1ccc(-n2c(C)cc(C(=O)COC(=O)CC3Sc4ccccc4NC3=O)c2C)cc1 (configuration not stated)	3	7	12	4	6	0	6	-0.8	-3	0
CCc1ccccc1N1CC23C=CC(O2)C(C(=O)O)C3C1=O (configuration not stated)	-13	-10	1	3	7	1	0	-0.1	1	4
Cc1cccc(/C=C2\Sc3ccc(C(=O)N4CCCCC4)cc3N(C)C2=O)c1	9	-25	-5	14	-5	0	1	-0.1	-47	-1
CC(C)CCNC(=O)CN1N=C(c2ccc(Cl)cc2)CCC1=O	10	1	-5	5	-3	-2	-2	-0.6	-2	11
O=C(NCc1ccccn1)C1CC(c2ccccc2Cl)=NO1 (configuration not stated)	12	6	7	6	3	-4	-3	0.6	-1	0
O[C@@H]1C[C@H](c2ccccc2)N(CC2CCCCC2)C[C@H]1n1cc(C2CC2)nn1	0	-19	10	-7	13	1	1	0.1	3	1
CC(=O)Nc1ccc2c(CSc3nncs3)cc(=O)oc2c1	1	-121	-2	13	-2	1	-52	1.1	-33	-1
O=C1Nc2ccccc2SC1c1ccccc1 (configuration not stated)	5	0	6	-1	-2	0	-4	0.0	1	8
CCOc1ccc(C2C(=O)N(C3CCCCC3)CC(=O)N2CC2CCCO2)cc1OC (configuration not stated)	0	9	9	-3	8	5	-3	-0.5	3	-1
OCCN1CCN(CC#CCn2c3ccccc3c3ccccc32)CC1	4	-11	2	-7	-3	1	0	0.3	0	-6
COc1ccc(CCNC(=O)C2CC3Cn4c(nc5ccccc54)C3N2C)cc1 (configuration not stated)	-1	5	-1	3	-1	-2	-1	-0.3	0	0
Cc1cccc(NC(=O)CN2CCN(C(=O)CNC(=O)Cc3cccc4ccccc34)CC2)c1C	-4	-6	21	-7	12	2	0	0.1	0	5
COc1ccc(Cl)cc1NC(=O)CCNC(=O)OCc1ccccc1	6	0	7	-11	9	2	-5	-0.5	7	-4
COc1cccc(N(C)C(=O)[C@@H](C)[C@@H](O)c2ccc3ccccc3c2)c1	0	6	·	-1	·	3	0	0.0	0	4

By substructure: the compounds so far with an aryl thioether with sulfur outside any ring
SMILES	Tn7 DDE FP	ADAM10 inh	ARFGAP1 inhibitor	TDP2 inh	ASAP1 inh	LEDGF integ inh	ADAM17 inh	KLK7 zymogen act	PLC-gamma1 inh	Tn6 DDE FP
O=C(CSc1nnc(-c2cccnc2)n1-c1ccc(Cl)cc1)Nc1ccc(S(=O)(=O)Nc2nccs2)cc1	1	4	·	0	·	1	1	0.2	-4	-5
CC(=O)Nc1ccc2c(CSc3nncs3)cc(=O)oc2c1	1	-121	-2	13	-2	1	-52	1.1	-33	-1

Next part.
SMILES	Tn7 DDE FP	ADAM10 inh	ARFGAP1 inhibitor	TDP2 inh	ASAP1 inh	LEDGF integ inh	ADAM17 inh	KLK7 zymogen act	PLC-gamma1 inh	Tn6 DDE FP
COc1ccc(N/N=C(/C#N)S(=O)(=O)C(C)(C)C)cc1	3	-1	-4	3	8	1	-1	1.2	2	-2
CC(=O)c1cccc(NC(=O)c2ccc([N+](=O)[O-])o2)c1	3	2	3	10	-12	-1	0	0.1	2	2
C[C@@H]1O[C@@H](Oc2c(-c3ccc(O)c(O)c3)oc3cc(O)cc(O)c3c2=O)[C@H](O)[C@H](O)[C@H]1O	-2&6	-7&2	4&5	-8&-6	5&-13	21*!	6&2	0.4&0.2	-1&3	1&2
CCn1c(SCC(=O)Nc2ccc(S(N)(=O)=O)cc2)nnc1-c1ccccc1OC	2	3	-2	7	11	-3	-3	0.1	4	-2
Cc1cc(C)n2c3c(c(C#N)c2n1)CC(C)(C)OC3	8	-148	-10	-3	-9	-2	-53	2.2	-473	2
O=C(CSc1ncnc2[nH]ncc12)Nc1nc(-c2ccc(F)c(F)c2)cs1	6	14	11	13	6	4	0	-0.3	1	-2
COc1cccc(NC(=S)NNC(=O)c2c([N+](=O)[O-])c(C)nn2C)c1	7	5	4	0	11	2	2	-0.2	4	-1
O=C(COC(=O)/C=C/c1cccc(Br)c1)NCCc1ccccc1	1	-3	16	-10	1	-1	0	0.8	-7	-2
Cc1ccc(S(=O)(=O)N(C)c2c(C)ccc(S(=O)(=O)NC(C)(C)C)c2C)cc1	8	-1	-19	9	6	-4	0	0.2	0	4
CN(Cc1cnc2nc(N)nc(N)c2n1)c1ccc(C(=O)NC(CCC(=O)O)C(=O)O)c2ccccc12 (configuration not stated)	-5	i	7	2	7	5	-268	19*	-432	-5
CC(=O)c1ccc(NC(=S)N(CCCN(C)C)Cc2ccccc2)cc1	-2	0	-8	5	3	-1	-4	0.3	2	-3
O=C(Cn1cnc2ccccc21)N/N=C/c1ccc([N+](=O)[O-])cc1	-3	8	-7	5	4	-2	0	0.3	4	7
O=C(CSc1nnc(NC(=O)c2cccc(F)c2)s1)NCC1CCCO1 (configuration not stated)	3	-7	6	-3	8	-2	-7	0.2	2	0
CCC(CC)C(=O)N(CCc1ccc(OC)cc1)Cc1nc2ccccc2c(=O)[nH]1	2	2	-5	-2	-14	-2	-5	0.7	-2	0
CCOC(=O)/C=c1/s/c(=C/c2ccc3cc(OC)ccc3c2)c(=O)n1CC(=O)NCC1CCCO1 (configuration not stated)	-1	-60	11	-2	4	3	-17	-5.8	-29	-10
COc1cccc(-n2c(-c3ccc4[nH]c(C)c(C)c4c3)n[nH]c2=S)c1	2	29*	10	-7	17	3	14*	-0.1	-13	-3
Cc1ccc(NC(=O)C2COc3ccccc3O2)nc1 (configuration not stated)	-1	9	2	-8	12	-2	5	-0.1	9	-3
CCSc1ccccc1C(=O)Nc1ccc2c(c1)OCO2	4	-1	1	-3	16	-6	-1	0.1	0	1
COC(=O)c1cccc(NC(N)=S)c1	8	3	-8	4	-22	-5	-5	-0.4	-3	-3
CC(C)c1ccc(NC(=O)COc2ccccn2)cc1	1	-9	8	-3	6	-2	-3	-0.5	2	4
C[C@H]1COc2cc(N3CCOCC3)ccc2S(=O)(=O)N1	1	-14	-7	-1	-11	-2	-8	0.1	-1	7
COc1ccc2noc3c2c1C(=O)c1ccccc1-3	-6	-2	-3	38*	6	9	-2	25*	-425	52*
CCn1cnc2cc(NC(=O)c3ccco3)ccc21	-3	0	5	-3	-5	-6	-4	-0.1	1	5
CNc1nc(-c2ccc(OC)cc2)c(-c2ccc(OC)cc2)s1	3	-8	-3	-5	3	-3	-8	-0.1	-1	-3
O=C1CSC(c2ccccn2)N1c1ccc(Br)cc1 (configuration not stated)	-2	5	-1	-6	-6	1	2	0.5	8	2
COc1ccc(C(=O)N2CCOCC2c2cc(C(=O)NCc3ccccc3)no2)cc1 (configuration not stated)	5	-1	5	11	-8	2	-4	0.4	0	-3
CCn1cc(CN2CCC(n3nccc3NC(=O)c3ccccc3OC)CC2)cn1	-1	-1	5	-2	9	4	-2	0.0	2	5
Cc1ccc(NC(=O)Cc2n[nH]c(=S)n2C)cc1	5	-9	-10	2	-7	-8	-3	0.3	0	-1
COc1ccc(C(=O)/C=C/c2ccccc2OC)c(OC(=O)c2ccc([N+](=O)[O-])cc2)c1	2	3	1	-1	11	-1	1	0.4	-1	-2
O=C1c2cccnc2C(=O)N1Cc1ccc(F)cc1S(=O)(=O)NCc1ccco1	-3	-2	6	-5	15	-8	-2	0.2	2	-4
COc1ccc(CN(C)S(=O)(=O)c2nnc(NC(=O)c3cccc(F)c3)s2)cc1	-7	-2	-6	5	4	-3	-3	0.7	-22	3
O=C(CSc1nnc(C2CC2)n1C1CC1)c1cccs1	-2	-14	8	0	-7	-3	-2	0.2	0	-3
NNC(=O)c1sc(-c2ccccc2)cc1N	-4	-43	-8	-17	-8	8	-12	0.1	-29	-4
Cc1nc([N+](=O)[O-])c(Sc2nc3ccccc3[nH]2)n1Cc1ccccc1	-4	1	-4	-8	-1	2	1	-0.3	8	6
O=C(O)CCCN=C1NC2(CCCC2)Cc2ccccc21	5	-1	1	0	-6	-2	-3	-0.3	1	1
Cc1ccc(C(=O)N/C(=C/c2ccc(-c3cccc([N+](=O)[O-])c3)o2)C(=O)NC(C)(C)C)cc1	1	4	-3	-1	16	3	-3	-0.2	6	-3
CC1(C)Cc2c(sc3c2c2ncnn2c2nnc(SCC(=O)NCc4ccco4)n32)CO1	9	7	6	-10	3	-2	-3	0.1	-2	-3
